# RmlCD inh mix: RmlC and RmlD coupled enzyme inhibitors, primary screen, biochemical, 384-well, compound mixtures, retest | RmlC/RmlD coupled enzyme inhibition, 384-well mixture HTS | inhibition, % at 5.5 µM | 110,000 compounds, 0.39% hits; in the data active = inhibition above about 30%, passing the limit was not always enough; also: strong numbers were not always called active
# HIV RNase H inh: HIV-1 RT RNase H inhibitors, primary screen, biochemical, fluorescence; RT-RNase H RNA/DNA duplex cleavage; AID 565, 2006; 65,000 compounds, 1.9% hits; inhibition, % at 10 µM; in the data active = inhibition above about 50%
# The depositor's hits bear a star; · = not tested or not shown; & = joins results of further samples. These rows are one share of the data. The share of hits here may be higher or lower than overall.
Structure,HIV RNase H inh,RmlCD inh mix
CCn1[nH]c(=O)c(=Nc2c(C)n(C)n(-c3ccccc3)c2=O)cc1-c1ccc(Cl)cc1,-30,7
O=c1c2c3c(sc2ncn1/N=C/c1ccc(Br)o1)CCCC3,-3,-9
O=C1CCCN1CCCNCC(=O)N1c2ccccc2Sc2ccccc21,·,2
COc1ccc(NS(=O)(=O)c2cccs2)c(OC)c1,-31,-10
Cc1[nH]c2c(Cl)cccc2c(=O)c1CN1CCCC1,0,·
Nn1c(SCc2nc3ccccn3c2Br)nnc1-c1cccnc1,-3,-14
COc1ccccc1N(C)S(=O)(=O)c1ccc(C(=O)NC2=NCCS2)cc1,-3,-4
NC(=O)CC[C@@H]1NC(=O)[C@@H]2CCCN2C(=O)c2cc([N+](=O)[O-])cc(I)c2NCCCC[C@@H](C(=O)NC(CC(=O)O)C(N)=O)NC1=O (some centres not stated),·,-7
COc1cc(/C=N/NC(=O)c2cccnc2)ccc1OC(=O)c1ccco1,·,12
COc1ccc(CCNC(=O)C2CC3Cn4c(nc5cc6ccccc6cc54)C3N2C)cc1 (configuration not stated),·,-37
Cc1ccc(C(=O)CSC2=C(C#N)C(c3ccco3)C3=C(CCCC3=O)N2)cc1 (configuration not stated),-10,5
Cn1c(=O)n(C/C=C/c2ccccc2)c(=O)c2c1nc1n2CCCN1Cc1ccccc1,11,8
O=C(CCc1nc(-c2ccccc2)no1)N1CCCC1,2,-8
O=c1c2ccsc2ncn1Cc1ccc(Cl)cc1,·,-7
CCOc1cccc(NC(=O)CSc2nc(C)c3c(c2C#N)CCCC3)c1,·,5

# One compound at a time, as listed above:
# Nn1c(SCc2nc3ccccn3c2Br)nnc1-c1cccnc1 is listed with HIV RNase H inh: -3; RmlCD inh mix: -14
# COc1ccc(NS(=O)(=O)c2cccs2)c(OC)c1 is listed with HIV RNase H inh: -31; RmlCD inh mix: -10

# Further records follow:
Structure,HIV RNase H inh,RmlCD inh mix
CCOC(=O)C1CCCN(C2CC(=O)N(c3cccc(C)c3)C2=O)C1 (configuration not stated),-30,-8
CC1=NN(Cc2ccccc2)C(=O)/C1=C\c1ccc(N(C)C)cc1,·,12
CNc1c([N+](=O)[O-])cnn1-c1ccc(C)cc1,·,6
O=C1CCCc2ccccc2N1Cc1c(Cl)cccc1Cl,·,-8
CCOc1ccccc1Nc1nnc(Cc2ccccc2Cl)c(=O)[nH]1,4,-2
O=C(NC(=S)Nc1ccc(N2CCOCC2)c(Cl)c1)C(c1ccccc1)c1ccccc1,·,2
CCCC1S/C(=N/N=C/c2ccc(OC)cc2)N(Cc2ccc(OC)cc2)C1=O (configuration not stated),·,5
O=C(Nc1nnc(C2CC2)s1)c1ccncc1,·,-44
Cc1noc(C)c1CSc1nnc2sc3ccccc3n12,-56,-3
Cc1nn2cc(-c3ccc(-c4ccccc4)cc3)nc2s1,40,-14
CC(C)CN1C(=O)c2ccccc2C1(O)Cc1ccccc1 (configuration not stated),·,-9
CCCS(=O)(=O)NCCc1cc2cc(C)c(C)cc2[nH]c1=O,-9,16
CC1CCc2nc(NC(=O)CSc3nc4ccccc4o3)sc2C1 (configuration not stated),-8,5
CN1C(=O)C2ON(c3ccccc3)C(c3cccs3)C2C1=O (configuration not stated),-7,15
NC(=NC1CCCCC1)c1ccc([N+](=O)[O-])cc1,·,5

# Reformatted: entries from further up.
# Order of results: HIV RNase H inh | RmlCD inh mix
O=C(Nc1nnc(C2CC2)s1)c1ccncc1
 : · | -44
Cc1noc(C)c1CSc1nnc2sc3ccccc3n12
 : -56 | -3
Cc1nn2cc(-c3ccc(-c4ccccc4)cc3)nc2s1
 : 40 | -14
CC(C)CN1C(=O)c2ccccc2C1(O)Cc1ccccc1 (configuration not stated)
 : · | -9
CCCS(=O)(=O)NCCc1cc2cc(C)c(C)cc2[nH]c1=O
 : -9 | 16
CC1CCc2nc(NC(=O)CSc3nc4ccccc4o3)sc2C1 (configuration not stated)
 : -8 | 5
CN1C(=O)C2ON(c3ccccc3)C(c3cccs3)C2C1=O (configuration not stated)
 : -7 | 15

# Additional entries.
Structure,HIV RNase H inh,RmlCD inh mix
Cc1cccc(N2CCN(Cc3cc(=O)n4ccsc4n3)CC2)c1C,·,12
NCCc1ccc(O)c(O)c1,·,-9
O=C(C1=C[C@@H](c2ccc(C(F)(F)F)cc2)C[C@@H](OCCCCO)O1)N1CCN(Cc2ccccc2)CC1,·,-4
Cc1ccc(S(=O)(=O)Cn2nnnc2CN(Cc2ccco2)CC2CCCO2)cc1 (configuration not stated),0,13
COc1ccc(-c2cc(C(F)(F)F)n3nc(C(=O)NCCCn4ccnc4)cc3n2)cc1,·,23
C/C(=C\C(=O)c1ccc(C)o1)Nc1ccc(C(=O)O)cc1C,-2,7
CC(C)C1N=C2c3ccccc3N=C(SCc3cc(=O)n4cc(Cl)ccc4n3)N2C1=O (configuration not stated),-10,24
CCc1ccc(C2C(C#N)=C(N)Oc3n[nH]c(CC(=O)OC)c32)cc1 (configuration not stated),·,-6
CN1CCN(C2=Cc3ccccc3Sc3cc(F)c(Cl)cc32)CC1,·,-7
COc1ccc(OC)c(NC(=O)c2nnn(CCc3ccccc3)c2N)c1,3,-12
CCOc1ncccc1C(=O)OCC(=O)Nc1ncc(C(F)(F)F)cc1Cl,-1,8
CC1Cc2ccccc2N1C(=O)CCn1c(=O)oc2ccccc21 (configuration not stated),·,-10
COc1cccc(-c2nc(SC)nc3sc(C(=O)NC(C)(C)C)c(N)c23)c1,·,-16
COc1ccc(NC(=O)NCCN2C(=O)C3C4C=CC(C4)C3C2=O)cc1 (configuration not stated),-11,6
C=CCn1c(SCC(=O)N2CCCC2)nc2cc(C(=O)NCC3CCCO3)ccc2c1=O (configuration not stated),-11,8

Structure,HIV RNase H inh,RmlCD inh mix
COc1ccccc1N1CCN(Cc2ccsc2)CC1,-9,-8
COc1ccc(SC[C@H](Cc2ccccc2)N2CCN(CCc3ccccc3)CCC2=O)cc1,·,1
O=C(c1ccccc1)c1cn[nH]c1-c1ccccc1O,·,5
COCCNC(=O)c1ccccc1NC(=O)C1COc2ccccc2O1 (configuration not stated),-9,4
CCOCC(=O)Nc1nnc(Cc2ccc(OC)c(OC)c2)s1,-6,8
Cc1ccnc2nc(C(=O)Nc3ccc(N4CCOCC4)cc3)nn12,·,-5
CC(C)NCC(O)COc1ccc(CC(N)=O)cc1 (configuration not stated),-5,-7
CCn1c(SCc2nc3ccccc3c(=O)[nH]2)nnc1-c1cccnc1,3,9
COc1ccc(-c2ccc(-c3noc(-c4ccc(OC)c(OC)c4)n3)c(OC)n2)cc1,3,·
Cc1cc(N=Cc2cc(Cl)ccc2O)no1,-10,-6
CCOc1cc(CNC2CCCC2)cc(Cl)c1OCc1ccc(F)cc1,·,-7
CCCCNC(=O)c1cc2c(=O)n3cccc(C)c3nc2n(Cc2ccncc2)c1=N,-12,89*
O=C(CN1CCN(S(=O)(=O)c2ccccc2)CC1)NC(=O)NC1CCCCC1,·,6
COc1ccccc1NC(=O)N(CCCN1CCOCC1)Cc1cc2cc3c(cc2[nH]c1=O)OCO3,-3,0
Cc1ccc(NC(=O)c2c(C)nc(Nc3nc4ccccc4o3)nc2C)cc1,-9,-4

Structure,HIV RNase H inh,RmlCD inh mix
CCn1c(SCC(=O)NCC(=O)Nc2ccc(F)cc2)nnc1-c1ccncc1,·,10
COc1ccc(C2Oc3ccccc3N2C(C)=O)cc1 (configuration not stated),-28,3
COc1ccc(OC)c(NC(=O)CC(NCCC2=CCCCC2)C(=O)O)c1 (configuration not stated),-7,-12
Cc1nn(-c2ccccc2)c2sc(C(=O)NNC(=O)COc3ccccc3)cc12,·,-3
O=C(Nc1cccc(NC(=O)c2nccc3ccccc23)c1)c1ccco1,-6,·
COc1ccc(NC(=O)N2CCC(c3ccccc3)C2)c(OC)c1 (configuration not stated),-10,-2
CSCCC(NC(=O)OC(C)(C)C)C(=O)Oc1ccc2c(=O)c(-c3ccc4c(c3)OCCO4)coc2c1 (configuration not stated),·,-4
CN(C)c1ccc(NC(=S)N(CCc2ccccc2)C2CC(=O)N(c3c(Cl)cccc3Cl)C2=O)cc1 (configuration not stated),·,-4
CCCC(=O)Nc1cc(C(=O)N2CCC3(CC2)OCCO3)ccc1S(=O)(=O)c1ccc(C)cc1,·,5
O=C(NCCN1CCN(Cc2ccccc2)CC1)c1cc2c(=O)[nH]c3ccccc3c2s1,·,7
CC(C)Oc1cc(NC(=O)CSCC(=O)Nc2cccc(C(F)(F)F)c2)c(Cl)cc1Cl,·,12
Cc1ccc(C(C)C)c(OCCN(C)C)c1,·,11
O=C(NCC1COc2ccccc2O1)c1cc2ccccc2o1 (configuration not stated),·,12
CCOC(=O)C1CCN(C(=O)CN(c2cc(OC)ccc2OC)S(=O)(=O)c2ccccc2)CC1,-16,94
CN1CCN(CCCNC(=O)Cn2ncc3c4ccccc4n(C)c3c2=O)CC1,-4,10

Structure,HIV RNase H inh,RmlCD inh mix
CCOC(=O)c1nnc(-c2ccc(C)cc2)nc1Sc1ccccc1Cl,·,-7
CCN1CCCC1CNC(=O)c1cc2c(=O)n(C)c3ccccc3c2n1C (configuration not stated),-7,13
COc1ccc(C(=O)COC(=O)C(CC(C)C)N2C(=O)c3ccccc3C2=O)cc1 (configuration not stated),·,2
COc1ccc(OC)c(S(=O)(=O)Nc2ccccc2C(F)(F)F)c1,-33,-8
CN(CC1COc2ccccc2O1)c1nc(-c2cccnc2)nc2ccccc12 (configuration not stated),-69,-7
C=CCNC(=O)CSc1ccc(Cl)cc1,-2,-12
CCn1c(SCC(=O)c2cc(OC)ccc2OC)nnc1C(C)C,2,2
CC(=O)NC(O)C(=O)c1ccco1 (configuration not stated),-11,7
CCCCn1c(=O)c(Cc2ccccc2)c(O)c2ccccc21,-20,·
CCOc1ccc(OCC)c(NC(=O)Nc2ccc3c(c2)N(C)C(=O)CS3)c1,·,-6
Cc1nn(C)c(C)c1CNC(=O)c1nn2c(c1Cl)NC(c1cccs1)CC2C(F)(F)F (configuration not stated),8,-4
Nc1nnc(-c2cccnc2)s1,-10,-8
O=C(CNC(=O)c1cccs1)OCC(=O)c1ccccc1,·,7
CCN1CCC[C@H]1CNC(=O)c1c(O)c(Cl)cc(Cl)c1OC,·,7&1
COc1ccc(CCNC(=O)c2cnn3c(C(F)F)cc(C)nc23)cc1OC,·,10

Structure,HIV RNase H inh,RmlCD inh mix
CCCCC(=O)NC1(C(F)(F)F)C(=O)N(Cc2ccco2)C(C)=C1C(=O)OC (configuration not stated),-6,5
CC(/C=N/n1c(-c2cccnc2)n[nH]c1=S)=C\c1ccccc1,·,5
CSc1nsc(SC)c1NC(=O)OC1CCCCC1,-4,-5
CCCS(=O)(=O)C(=C1Nc2ccccc2N1)S(=O)(=O)CCC,-1,-11
CCCCCCC1/C(=N/O)CCC1C(=O)OC (configuration not stated),-6,-14
N#Cc1cc2c(nc1SCC(O)CS(=O)(=O)Cc1ccccc1)CCCC2 (configuration not stated),-6,6
CC(=O)c1cn(CC(=O)Nc2ccccc2)c2ccccc12,-5,-12
Cc1cc(-c2ccco2)n2c(nc3ccccc32)c1C#N,-62,·
COc1ccc(NC(=O)Cn2nnc(-c3ccccc3F)n2)cc1Cl,11,3
N#CCSc1nc(Nc2ccc3c(c2)OCO3)c2ccccc2n1,-13,-5
Cc1cc(OCC(=O)Nc2ccc3oc(-c4ccncc4)nc3c2)ccc1Cl,5,-9
CC(C)OC(=O)CSc1nnc(CNc2nc(-c3ccccc3)cs2)n1C,-7,-14
O=C(NCCc1ccncc1)C12CC3CC(CC(C3)C1)C2,·,5
O=c1cc(N2CCc3ccccc32)[nH]c(=O)n1-c1ccccc1,-6,2
Cc1ccc(-n2c(CCc3ccccc3)nnc2SCC(=O)NCc2ccccc2)cc1C,·,-8

# By substructure, the compounds so far with a tert-butyl group
Structure,HIV RNase H inh,RmlCD inh mix
COc1cccc(-c2nc(SC)nc3sc(C(=O)NC(C)(C)C)c(N)c23)c1,·,-16
CSCCC(NC(=O)OC(C)(C)C)C(=O)Oc1ccc2c(=O)c(-c3ccc4c(c3)OCCO4)coc2c1 (configuration not stated),·,-4

# (more compounds)
Structure,HIV RNase H inh,RmlCD inh mix
CN(C)S(=O)(=O)c1ccc(C(=O)Nc2ccc(F)cc2F)cc1,-9,-6
O=C(O)c1cccnc1Oc1ccccc1,-3,·
CCn1c(CCNC(=O)c2ccc(Cl)c(Cl)c2)nnc1SCCOc1ccc(OC)cc1,·,5
N#C/C(C(=O)N1CCOCC1)=C1/SC=C(c2ccccc2)N1c1ccccc1,0,·
COc1ccc(NC(=O)COC(=O)c2cnccn2)cc1Cl,9,-14
COc1ccc(-c2c(C)n([O-])c(C)c(C)[n+]2=O)cc1,·,-12
O=C(CSc1nnnn1-c1ccc2c(c1)OCO2)NCc1cccs1,-34,5
CCOc1[nH]n(-c2ccccc2)c(=O)c1C=Nc1ccc(Cl)cc1,·,-9
CCCOn1nnnc1-c1ccccc1,-17,-11
Cc1cccc(Nc2nc3c(c(=O)n(C)c(=O)n3C)n2Cc2ccccc2)c1,-3,17
